V1aR counter = counter-screen for oxytocin receptor agonists: human V1a receptor agonists; activation, % at 3 µM; CHO-V1R cells, Fluo-8 calcium fluorescence, agonist mode; 0% DMSO, 100% 3 nM vasopressin; actives 0.25% (n = 320,000); P37288; AID 2797;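 active = activation above the mean activation of all tested compounds plus 3 SD, per screening run, cut at about 20% in these data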;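 also: signal is peak over basal fluorescence ratio across a 100 second FLIPR read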
Target sequence (P37288 whole entry, looked up): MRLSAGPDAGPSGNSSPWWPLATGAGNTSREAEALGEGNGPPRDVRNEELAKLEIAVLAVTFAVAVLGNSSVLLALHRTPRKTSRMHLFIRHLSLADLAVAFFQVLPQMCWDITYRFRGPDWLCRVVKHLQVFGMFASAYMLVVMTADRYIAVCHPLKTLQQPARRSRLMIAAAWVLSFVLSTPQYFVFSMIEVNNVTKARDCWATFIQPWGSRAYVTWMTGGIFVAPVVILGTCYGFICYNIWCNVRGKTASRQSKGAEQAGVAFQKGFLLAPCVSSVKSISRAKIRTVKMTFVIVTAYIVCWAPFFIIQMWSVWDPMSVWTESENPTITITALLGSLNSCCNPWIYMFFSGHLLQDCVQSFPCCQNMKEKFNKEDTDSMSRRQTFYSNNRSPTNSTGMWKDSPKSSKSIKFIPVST
GPR7 antag = human neuropeptides B/W receptor 1 antagonism; inhibition, % at 4.4 µM; actives 1.1% (n = 290,000); GPR7-expressing cells, fluorescence antagonist assay; P48145; AID 1861; in the data active = inhibition above about 16%, passing the limit was not always enough;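 also: cells stimulated with the agonist NPW; 0% = agonist with vehicle and 100% = vehicle without agonist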
NS3 helicase inh = inhibitors of Hepatitis C virus NS3 helicase. actives 0.56% (n = 290,000). inhibition, % at 10.9 µM. AID 1800. NS3 helicase DNA unwinding, Cy5 molecular beacon fluorescence;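 active = inhibition above the mean of all tested compounds plus 3 SD, set per campaign, cut at about 35% in these data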;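 also: 0% = DMSO wells and 100% = thioflavine S control wells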
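assay system = NS3 helicase fragment of HCV | buffer or medium = MOPS pH 6.5, MgCl2, DTT, Tween20, BSA | timing = 60 min unwinding reaction at 25 °C after ATP addition | signal = Cy5 beacon fluorescence read at start and 1 h | read-out basis = % inhibition of unwinding | control set = low DMSO, high thioflavine S at 110 µM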
IMP-1 inh = blocks Pseudomonas aeruginosa IMP-1 metallo-beta-lactamase. purified IMP-1, nitrocefin hydrolysis, epi-absorbance fluorescence. inhibition, % at 5.6 µM. actives 0.45% (n = 290,000). AID 1556;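 active = inhibition above the mean plus 3 SD of all compounds in the same screening run, cut at about 4.5% in these data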;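 also: 0% = IMP-1 with DMSO and 100% = DMSO wells lacking enzyme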
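Material – recombinant IMP-1 enzyme, purified · Amount – IMP-1 0.2 nM before substrate addition · Medium – HEPES buffer pH 7.1 with ZnSO4 and Brij 35 · Timing – 25 °C, 15 min preincubation, 25 min reaction · Measured by – plate fluorescence quenching by hydrolysis product, ex 480/em 530 nm · Read-out – percent enzyme inhibition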
FID counter = counter-screen for HCV NS3 helicase inhibitors: DNA intercalator displacement. DNA fluorescent intercalator displacement, fluorescence. inhibition, % at 7.9 µM. actives 0.17% (n = 290,000); in the data active = inhibition above about 37%;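 also: 0% = vehicle and 100% = reference compound; higher means more ethidium bromide displaced from hairpin DNA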
PHOSPHO1 block = PHOSPHO1 (human) inhibition; actives 1.1% (n = 290,000); recombinant PHOSPHO1, absorbance phosphatase assay; AID 1565; Q8TCT1; inhibition, % at 13.3 µM; in the data active = inhibition above about 60%
Target sequence (Q8TCT1 whole entry, looked up): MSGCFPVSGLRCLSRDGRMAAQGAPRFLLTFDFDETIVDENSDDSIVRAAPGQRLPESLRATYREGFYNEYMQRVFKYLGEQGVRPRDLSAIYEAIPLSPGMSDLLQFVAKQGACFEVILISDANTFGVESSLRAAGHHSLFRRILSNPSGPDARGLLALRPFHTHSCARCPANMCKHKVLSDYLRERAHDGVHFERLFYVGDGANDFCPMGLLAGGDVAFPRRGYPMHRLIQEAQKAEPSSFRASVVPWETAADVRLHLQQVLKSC
GalR3 antagonist = human GalR3 antagonism | O60755 | HEK293 GalR3-CNG cAMP membrane potential fluorescence; galR3 body fused to GalR1 C-terminus | inhibition, % at 3 µM | actives 0.44% (n = 360,000);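 active = inhibition above the screen-wide average plus 3 SD, cut at about 13% in these data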;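 also: forskolin and galanin both at EC90 stimulate the cells; cAMP rise reported by CNG channel membrane potential dye signal; 0% = forskolin plus galanin with DMSO and 100% = forskolin alone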
Target sequence (O60755 1-299 limits assumed): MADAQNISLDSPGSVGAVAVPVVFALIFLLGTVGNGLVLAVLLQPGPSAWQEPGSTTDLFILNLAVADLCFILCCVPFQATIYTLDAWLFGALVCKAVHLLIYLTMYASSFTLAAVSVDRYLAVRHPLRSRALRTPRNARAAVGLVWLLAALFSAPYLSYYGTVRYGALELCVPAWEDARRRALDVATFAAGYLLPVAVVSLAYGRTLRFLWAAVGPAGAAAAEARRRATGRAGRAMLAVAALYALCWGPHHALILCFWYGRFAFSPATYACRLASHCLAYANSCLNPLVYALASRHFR
OXTR ag = activates the human oxytocin receptor. CHO-OTR cells, Fluo-8 calcium fluorescence; normalized: DMSO 0%, oxytocin 100%. activation, % at 3 µM. actives 0.32% (n = 320,000). P30559;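 active = activation above the mean of all tested compounds plus 3 SD, cutoff set per screening run, cut at about 20% in these data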;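 also: peak over basal fluorescence ratio from a 100 s FLIPR kinetic read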
VIM-2 inh = blocks Pseudomonas aeruginosa VIM-2 metallo-beta-lactamase; purified VIM-2, nitrocefin hydrolysis, epi-absorbance fluorescence; inhibition, % at 5.6 µM; actives 0.89% (n = 290,000);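 active = inhibition above the mean of all tested compounds plus 3 SD, cutoff set per screening run, cut at about 7.5% in these data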;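 also: red hydrolysis product quenches plate fluorescence so inhibitors raise well fluorescence; 0% = enzyme with DMSO and 100% = DMSO without enzyme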
The depositor's hits bear a star.

For COc1cccc(C2CC(c3ccccc3C)n3nc(N)nc3N2)c1 (stereo unspecified) the results were V1aR counter 1.4, GPR7 antag 4, NS3 helicase inh -1, IMP-1 inh -2.6, FID counter -16, PHOSPHO1 block 10, GalR3 antagonist -4, OXTR ag 1.3 and VIM-2 inh -0.1.
For Cc1ccc(NS(=O)(=O)c2ccc3c(c2)NC(=O)CC(=O)N3)cc1C the results were V1aR counter -0.2, GPR7 antag -10, NS3 helicase inh -4, IMP-1 inh -1.4, FID counter 2, PHOSPHO1 block 24, GalR3 antagonist -2, OXTR ag -0.1 and VIM-2 inh -0.7.
For Cc1csc(Nc2ccccc2)[n+]1C the results were V1aR counter 0.7, GPR7 antag -6, NS3 helicase inh -1, IMP-1 inh -4.6, FID counter 9, PHOSPHO1 block 12, GalR3 antagonist -7, OXTR ag -0.3 and VIM-2 inh -2.8.
Screening CCN(CC)S(=O)(=O)c1ccc(OCC(=O)NCc2ccco2)cc1 returned V1aR counter 0.1, GPR7 antag -4, NS3 helicase inh -5, IMP-1 inh -3.2, FID counter -12, PHOSPHO1 block 24, GalR3 antagonist 0, OXTR ag 0.1 and VIM-2 inh -2.9.
For Cc1c(C2C(C#N)=C(N)OC3=C2C(=O)CCC3)cnn1C (stereo unspecified) the results were V1aR counter 0.7, GPR7 antag -7, NS3 helicase inh 14, IMP-1 inh -0.4, FID counter 3, PHOSPHO1 block 0, GalR3 antagonist -2, OXTR ag -0.2 and VIM-2 inh -1.0.
`Cc1nn(CC(=O)NCc2ccccc2)c(=O)c2cccn12` gave V1aR counter 0.3, GPR7 antag -3, NS3 helicase inh 5, IMP-1 inh -4.4, FID counter -3, PHOSPHO1 block 48, GalR3 antagonist 0, OXTR ag -0.1 and VIM-2 inh -1.8.
Screening O=C(CCC(=O)Nc1ccccc1)NNC(=O)CCc1ccccc1 returned V1aR counter 0.8, GPR7 antag -11, NS3 helicase inh 2, IMP-1 inh -2.5, FID counter 6, PHOSPHO1 block 0, GalR3 antagonist -5, OXTR ag 0.1 and VIM-2 inh -1.2.
Screening C/C(=N\Nc1ccc(S(=O)(=O)Nc2ccccc2)cc1[N+](=O)[O-])c1ccc(N2CCOCC2)cc1 returned V1aR counter 0.0, GPR7 antag -12, NS3 helicase inh 17, IMP-1 inh -0.7, FID counter -3, PHOSPHO1 block 26, GalR3 antagonist -8, OXTR ag 0.5 and VIM-2 inh -2.1.
`c1ccc(-c2nc(-c3ccc(-c4ccon4)s3)no2)cc1` gave V1aR counter 1.8, GPR7 antag -15, NS3 helicase inh -5, IMP-1 inh -1.1, FID counter -5, PHOSPHO1 block 39, GalR3 antagonist -8, OXTR ag -0.3 and VIM-2 inh -2.6.
Screening CCc1ccc(CN2CCC(C(=O)Nc3ccc(Oc4ccccc4)nc3)CC2)o1 returned V1aR counter 5.3, GPR7 antag -4, NS3 helicase inh -13, IMP-1 inh -1.1, FID counter 19, PHOSPHO1 block 13, GalR3 antagonist -10, OXTR ag 9.1 and VIM-2 inh -1.4.
For COc1cc(C)c(/C=C(\C#N)C(=O)Nc2ccc(C)cc2)cc1C(C)C the results were V1aR counter -0.8, GPR7 antag -1, NS3 helicase inh 4, IMP-1 inh -3.2, FID counter 3, PHOSPHO1 block 12, GalR3 antagonist 1, OXTR ag -1.7 and VIM-2 inh -2.3.
`CNC(=O)/C(C#N)=C/c1c(N2CCN(c3ccccc3)CC2)nc2c(C)cccn2c1=O` gave V1aR counter 2.2, GPR7 antag -25, NS3 helicase inh 2, IMP-1 inh -2.5, FID counter -16, PHOSPHO1 block 7, GalR3 antagonist -8, OXTR ag -1.8 and VIM-2 inh 1.6.

Pulled one by one from the entries so far, 2 records:
Screening CCN(CC)S(=O)(=O)c1ccc(OCC(=O)NCc2ccco2)cc1 returned V1aR counter 0.1, GPR7 antag -4, NS3 helicase inh -5, IMP-1 inh -3.2, FID counter -12, PHOSPHO1 block 24, GalR3 antagonist 0, OXTR ag 0.1 and VIM-2 inh -2.9.
Screening CCc1ccc(CN2CCC(C(=O)Nc3ccc(Oc4ccccc4)nc3)CC2)o1 returned V1aR counter 5.3, GPR7 antag -4, NS3 helicase inh -13, IMP-1 inh -1.1, FID counter 19, PHOSPHO1 block 13, GalR3 antagonist -10, OXTR ag 9.1 and VIM-2 inh -1.4.

(further entries)
For Cc1ccc(C)c(NC(=O)Cc2ccc(S(=O)(=O)N3CCCCC3)s2)c1 the results were V1aR counter 0.6, GPR7 antag 20, NS3 helicase inh 9, IMP-1 inh 1.7, FID counter -12, PHOSPHO1 block 0, GalR3 antagonist -10, OXTR ag -0.8 and VIM-2 inh 2.8.
For Cc1ccc(-c2noc(C3CCCN(C(=O)c4ccc(C(C)(C)C)cc4)C3)n2)o1 (stereo unspecified) the results were V1aR counter 3.6, GPR7 antag -8, NS3 helicase inh -16, IMP-1 inh -2.5, FID counter -39, PHOSPHO1 block 23, GalR3 antagonist -10, OXTR ag 1.2 and VIM-2 inh -3.0.
CCOC(=O)Cc1csc2nc(-c3ccccc3)nn12 was read as V1aR counter -1.4, GPR7 antag -1, NS3 helicase inh -13, IMP-1 inh -3.2, FID counter -7, PHOSPHO1 block 25, GalR3 antagonist -6, OXTR ag 0.8 and VIM-2 inh -2.9.
`COc1ccc(NC(=O)C/C(C)=N/NC(=O)c2ccncc2)c([N+](=O)[O-])c1` gave V1aR counter 0.2, GPR7 antag -9, NS3 helicase inh -3, IMP-1 inh -1.9, FID counter 2, PHOSPHO1 block 4, GalR3 antagonist -4, OXTR ag 0.3 and VIM-2 inh -4.0.
For COc1ccc(Nc2nc(N3CCOCC3)nc(N3CCOCC3)n2)cc1Cl the results were V1aR counter -0.6, GPR7 antag -9, NS3 helicase inh -8, IMP-1 inh -4.1, FID counter -32, PHOSPHO1 block 17, GalR3 antagonist -8, OXTR ag -1.0 and VIM-2 inh 0.1.
O=C(CSc1nc2c(sc3ccccc32)c(=O)n1CCCN1CCOCC1)NCC1CCCO1 (stereo unspecified) was read as V1aR counter -1.0, GPR7 antag -15, NS3 helicase inh -3, IMP-1 inh -2.0, FID counter 1, PHOSPHO1 block -7, GalR3 antagonist 1, OXTR ag -0.1 and VIM-2 inh -0.8.
Screening CC(=O)N/C(=C\c1ccc(F)cc1)C(=O)NC(Cc1c[nH]c2ccccc12)C(=O)O (stereo unspecified) returned V1aR counter 0.5, GPR7 antag -3, NS3 helicase inh -5, IMP-1 inh 0.5, FID counter -6, PHOSPHO1 block -14, GalR3 antagonist -4, OXTR ag -0.7 and VIM-2 inh -1.8.
Screening COC(=O)C1=C(C)N=c2s/c(=C/c3cccs3)c(=O)n2C1c1cccs1 (stereo unspecified) returned V1aR counter 0.3, GPR7 antag -15, NS3 helicase inh 3, IMP-1 inh -5.5, FID counter 2, PHOSPHO1 block -9, GalR3 antagonist -1, OXTR ag -1.1 and VIM-2 inh -3.1.
`CCc1nc2ccc(C(=O)N3CCN(c4ccc([N+](=O)[O-])cc4)CC3)cc2nc1CC` gave V1aR counter -1.8, GPR7 antag 29*, NS3 helicase inh -16, IMP-1 inh 0.8, FID counter -50, PHOSPHO1 block -25, GalR3 antagonist -10, OXTR ag -3.0 and VIM-2 inh 2.1.
O=C1CCC(C(=O)Nc2cccc(Br)c2)N1 (stereo unspecified) was read as V1aR counter 0.1, GPR7 antag -11, NS3 helicase inh 5, IMP-1 inh -3.2, FID counter 1, PHOSPHO1 block 30, GalR3 antagonist -1, OXTR ag 1.2 and VIM-2 inh -0.8.
`CCC(=O)Nc1ccc(Oc2ccc(NC(=O)CC)c(NC(=O)CC)c2)cc1` gave V1aR counter 0.1, GPR7 antag -2, NS3 helicase inh -3, IMP-1 inh -2.9, FID counter -7, PHOSPHO1 block 2, GalR3 antagonist 7, OXTR ag 0.8 and VIM-2 inh -2.8.
Screening CN(C)/N=C/c1ccc(OC(=O)c2cccc([N+](=O)[O-])c2)cc1 returned V1aR counter 2.2, GPR7 antag -8, NS3 helicase inh 7, IMP-1 inh -3.0, FID counter 4, PHOSPHO1 block 1, GalR3 antagonist -1, OXTR ag 1.2 and VIM-2 inh -3.5.
CCc1cc2c(=O)c(-c3ccc(F)cc3)c(C)oc2cc1OCC(=O)O was read as V1aR counter 1.1, GPR7 antag 5, NS3 helicase inh -4, IMP-1 inh -1.8, FID counter -20, PHOSPHO1 block 6, GalR3 antagonist -4, OXTR ag 0.4 and VIM-2 inh -1.6.
Cc1cccc(-n2cnc3c(sc4nc(N5CCOCC5)c5c(c43)CCCC5)c2=O)c1 was read as V1aR counter 0.8, GPR7 antag -15, NS3 helicase inh -3, IMP-1 inh -2.0, FID counter -5, PHOSPHO1 block -21, GalR3 antagonist -2, OXTR ag -1.7 and VIM-2 inh -2.3.
`C=CCn1c(C)nc2ccccc2c1=O` gave V1aR counter -0.5, GPR7 antag 7, NS3 helicase inh -4, IMP-1 inh 0.4, FID counter 4, PHOSPHO1 block 35, GalR3 antagonist -5, OXTR ag 0.9 and VIM-2 inh -2.4.
Screening COc1ccc(NC(=O)CSc2nnnn2-c2ccccc2OC)c(OC)c1 returned V1aR counter 4.7, GPR7 antag 7, NS3 helicase inh 13, IMP-1 inh -2.1, FID counter -21, GalR3 antagonist -9, OXTR ag 2.3 and VIM-2 inh -2.6.
Cc1ccc(CSc2ncnc3c2cnn3Cc2ccccc2)cc1 was read as V1aR counter 1.0, GPR7 antag 21, NS3 helicase inh 17, IMP-1 inh 6.7*, FID counter -2, PHOSPHO1 block 5, GalR3 antagonist -6, OXTR ag 0.3 and VIM-2 inh -0.3.
C(=N\Nc1nc(N2CCOCC2)nc(N2CCOCC2)n1)/c1ccncc1 was read as V1aR counter 0.4, GPR7 antag -1, NS3 helicase inh 4, IMP-1 inh -2.6, FID counter -17, PHOSPHO1 block -24, GalR3 antagonist -2, OXTR ag -0.3 and VIM-2 inh 0.2.
`COc1ccc(OCC(=O)NNC(=O)Nc2cccc(Cl)c2)cc1` gave GPR7 antag -9, NS3 helicase inh -2, IMP-1 inh -1.8, FID counter -11, PHOSPHO1 block -4, GalR3 antagonist 0 and VIM-2 inh -5.0.

Grouped by structure: the compounds so far containing a cyano group (three)
For Cc1c(C2C(C#N)=C(N)OC3=C2C(=O)CCC3)cnn1C (stereo unspecified) the results were V1aR counter 0.7, GPR7 antag -7, NS3 helicase inh 14, IMP-1 inh -0.4, FID counter 3, PHOSPHO1 block 0, GalR3 antagonist -2, OXTR ag -0.2 and VIM-2 inh -1.0.
For COc1cc(C)c(/C=C(\C#N)C(=O)Nc2ccc(C)cc2)cc1C(C)C the results were V1aR counter -0.8, GPR7 antag -1, NS3 helicase inh 4, IMP-1 inh -3.2, FID counter 3, PHOSPHO1 block 12, GalR3 antagonist 1, OXTR ag -1.7 and VIM-2 inh -2.3.
`CNC(=O)/C(C#N)=C/c1c(N2CCN(c3ccccc3)CC2)nc2c(C)cccn2c1=O` gave V1aR counter 2.2, GPR7 antag -25, NS3 helicase inh 2, IMP-1 inh -2.5, FID counter -16, PHOSPHO1 block 7, GalR3 antagonist -8, OXTR ag -1.8 and VIM-2 inh 1.6.

Assay outcomes from PubChem.
